From PubChem
HCV core dimer = inhibitors of HCV core protein dimerization, primary screen, biochemical, TR-FRET, high-throughput. 0.33% of 300,000 active. TR-FRET GST/Flag-core106 dimerization, 1536-well. inhibition, % at 5 µM;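 active = inhibition above the mean of all tested compounds plus 3 SD, set per screening campaign, cut at about 45% in these data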
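System – GST-tagged and Flag-tagged HCV core protein residues 1-106 · Repeats – one well for each compound · Technique – TR-FRET 671 and 617 nm emission · Doses – one concentration, 5 µM, in 0.5% DMSO · Times – 4 h, 22.5 °C incubation · Also added – Eu donor and XL665 acceptor anti-tag antibodies · Measure – percent inhibition of core106 dimerization signal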
PP1 counter = PP1-alpha phosphatase inhibitors, primary screen, counter-screen for PP5 inhibitor project, biochemical, fluorescence, OMFP substrate, single point; Serine/threonine-protein phosphatase PP1-alpha catalytic subunit (Homo sapiens), P62136; purified PP1alpha; inhibition, % at 6.7 µM; 0.9% of 320,000 active;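 active = inhibition above the mean inhibition of all tested compounds plus 3 SD, computed separately for each screening campaign, cut at about 15% in these data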
Target sequence (P62136 whole entry, looked up): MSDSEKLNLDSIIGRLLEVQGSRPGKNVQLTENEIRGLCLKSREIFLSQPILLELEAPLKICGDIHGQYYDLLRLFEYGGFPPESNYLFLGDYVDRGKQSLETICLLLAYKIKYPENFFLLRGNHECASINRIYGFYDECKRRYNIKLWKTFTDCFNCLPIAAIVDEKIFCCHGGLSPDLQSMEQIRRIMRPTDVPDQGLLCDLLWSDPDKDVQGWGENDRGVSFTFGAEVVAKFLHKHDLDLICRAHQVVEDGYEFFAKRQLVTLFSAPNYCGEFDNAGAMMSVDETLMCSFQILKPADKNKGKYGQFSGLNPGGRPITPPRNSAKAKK
TPT1 inhibitor = Candida albicans TPT1 enzyme inhibitors, primary screen, biochemical, fluorescence polarization. tRNA 2'-phosphotransferase TPT1 (Candida albicans SC5314). recombinant caTPT1, FP RNA substrate dephosphorylation. inhibition, % at 5 µM. 0.81% of 300,000 active. AID 1962, 2009;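 active = inhibition above the mean of all tested compounds plus 3 SD, set per screening campaign, cut at about 24% in these data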;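 also: plate controls were DMSO alone for no effect and ferristatin control at 100 nM for full effect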
proCasp3 act = activators of human procaspase-3 D3A mutant, primary screen, biochemical, absorbance, PC-3 D3A mutant, single concentration | Caspase-3 (Homo sapiens), P42574 | recombinant procaspase-3 D3A, Ac-DEVD-pNA absorbance 405 nm | activation, % at 8.5 µM | 0.11% of 330,000 active | AID 463141, 2010;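 active = activation above the mean of all tested compounds plus 3 SD, cut at about 21% in these data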;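 also: 0% = DMSO alone and 100% = DMSO wells spiked with extra 5 µM PC-3 D3A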
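Assay system: Autoprocessing-dead procaspase-3 D3A mutant enzyme; also added: Ac-DEVD-pNA; doses: one concentration, 8.5 µM nominal, 0.8% DMSO; times: 1 h compound preincubation, 2 h substrate hydrolysis at 25 °C; technique: 405 nm absorbance of p-nitroaniline, reads at 0 and 120 min; measure: % activation between DMSO and enzyme-spiked controls; repeats: single replicate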
PP5 primary = PP5 phosphatase inhibitors, primary screen, biochemical, fluorescence | Serine/threonine-protein phosphatase 5 (Homo sapiens), P53041 | purified PP5c, OMFP substrate fluorescence | inhibition, % at 6.7 µM | 0.18% of 320,000 active | AID 1987, 2009;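 active = inhibition above the campaign's mean inhibition across all tested compounds plus 3 SD, cut at about 9.5% in these data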;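 also: 0% = DMSO only and 100% = 100 µM cantharidin control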
Target sequence (P53041 whole entry, looked up): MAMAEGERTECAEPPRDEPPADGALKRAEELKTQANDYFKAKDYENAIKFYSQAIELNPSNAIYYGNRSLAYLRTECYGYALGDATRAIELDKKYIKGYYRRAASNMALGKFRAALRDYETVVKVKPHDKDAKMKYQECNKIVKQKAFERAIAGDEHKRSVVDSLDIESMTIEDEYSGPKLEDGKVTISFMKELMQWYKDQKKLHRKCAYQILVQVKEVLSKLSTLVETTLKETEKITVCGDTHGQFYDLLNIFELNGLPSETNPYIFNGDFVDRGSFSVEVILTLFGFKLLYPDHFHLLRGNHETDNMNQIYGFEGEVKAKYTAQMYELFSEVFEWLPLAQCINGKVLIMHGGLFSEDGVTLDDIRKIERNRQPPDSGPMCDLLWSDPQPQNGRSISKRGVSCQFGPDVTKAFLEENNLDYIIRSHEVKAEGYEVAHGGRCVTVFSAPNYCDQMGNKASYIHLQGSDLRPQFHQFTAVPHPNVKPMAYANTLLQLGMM
CTSL1 counter = Fasciola hepatica cathepsin L1 inhibitors, primary screen, counter-screen for PFM18AAP inhibitor project, biochemical, QFRET, fluorogenic peptide substrate. recombinant F. hepatica cathepsin L1, Z-Leu-Arg-MCA fluorescence. inhibition, % at 5.96 µM. 0.49% of 300,000 active. AID 1906, 2009;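 active = inhibition above the mean of all tested compounds plus 3 SD, set per screening campaign, cut at about 17% in these data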;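 also: 0% = plate median of test compound wells and 100% = 1 µM Z-Phe-Ala-diazomethylketone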
AHR act = AHR activators, primary screen, cell-based, luminescence, luciferase reporter, human. Aryl hydrocarbon receptor (Homo sapiens), P35869. AHR-responsive luciferase reporter cells. activation, % at 5 µM. 2.5% of 320,000 active; in the data active = activation above about 47%;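 also: 0% = vehicle wells and 100% = reference agonist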
procasp7 counter = procaspase-7 activators, primary screen, counter-screen for procaspase-3 activator project, biochemical, absorbance, HTS, human | 0.093% of 330,000 active | activation, % at 8.5 µM | recombinant procaspase-7, Ac-DEVD-pNA absorbance 405 nm; D23A/D198A/D206A triple mutant, cannot self-cleave; scale: DMSO 0, 5 µM enzyme 100;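 active = percent activation above the screen-wide mean plus 3 SD, cut at about 25% in these data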
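System: Uncleavable procaspase-7 mutant enzyme; Amount: 2 µM procaspase-7 mutant as dispensed; Schedule: 1 h compound preincubation, 2 h substrate cleavage, 25 °C; Measured by: 405 nm absorbance of p-nitroaniline; Evaluation: percent activation from buffer-corrected 0–120 min absorbance change; Control set: low DMSO alone, high DMSO plus 5 µM PC-7.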
PAFAH2 inh = PAFAH2 enzyme inhibitors, primary screen, biochemical, fluorescence polarization, human; Platelet-activating factor acetylhydrolase 2, cytoplasmic (Homo sapiens), Q99487; recombinant PAFAH2, FP-rhodamine activity probe; inhibition, % at 3.39 µM; 0.99% of 340,000 active; AID 492956, 2010;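 active = inhibition above the mean over all tested compounds plus 3 SD, cut at about 30% in these data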;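 also: inhibitors block probe labeling of enzyme so polarization drops; 0% = enzyme with DMSO and 100% = wells lacking PAFAH2 protein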
The depositor's hits bear a star; · = no result given.

compound,HCV core dimer,CTSL1 counter,PP1 counter,procasp7 counter,PAFAH2 inh,proCasp3 act,TPT1 inhibitor,AHR act,PP5 primary
COc1ccc(CC(=O)Nc2ccc3c(c2)CCC3)cc1S(=O)(=O)N1CCOCC1,7,-5,-2,0,5,6,-3,2,1.0
Cc1cc(=O)[nH]c(N/N=C/c2c(C)nn(-c3ccc(F)cc3)c2Cl)n1,7,14,4,6,7,3,-2,-4,0.6
Cc1onc(-c2ccccc2Cl)c1C(=O)N1CCN(c2nc3ccccc3s2)CC1,3,9,-6,1,8,0,-1,18,3.4
O=C(CSc1ccc(-c2ccc(F)cc2)nn1)NCCc1ccccc1,-9,3,3,7,1,2,0,1,0.2
C=CCn1c(N)c(C(=O)Nc2ccc(C)cc2)sc1=S,4,1,-2,6,2,1,-5,-13,2.5
Fc1ccccc1NC(=S)NCCc1ccccc1,-5,-2,3,-3,-37,1,-11,1,3.9
C/C(=N\N=C(/C)c1cccc(N)c1)c1cccc(N)c1,-2,-3,-2,2,·,-8,-4,-1,1.1
Cc1cc(N2CCOCC2)ccc1/C=C\[N+](=O)[O-],12,2,-1,-23,-2,-5,10,5,-1.5
COc1ccccc1/C=C/C=c1\sc2nc(=O)c(Cc3ccccc3)nn2c1=O,61*,-1,7,2,18,5,6,0,0.9
COC(=O)c1cnc(SCc2ccc([N+](=O)[O-])cc2)n1C,-2,1,-1,1,·,-8,1,-2,-0.1
O=C(Nc1ccc(F)cc1)c1cccc2c1C(=O)N(Cc1ccccn1)C2,-7,9,5,0,-1,3,4,-6,2.0
CCn1c(SC(C)C)nnc1-c1cc(-c2ccccc2)sc1N,2,-2,5,-4,2,-11,0,-6,4.0
COc1ccc(N2C(=O)C(Cl)=C(N3CCCC3)C2=O)cc1,-5,2,0,-21,-7,-5,0,11,2.7
COc1cccc(CNC(=O)c2ccc(C)c(NC3=NC4CS(=O)(=O)CC4S3)c2)c1 (configuration not stated),-10,-3,-2,4,1,-5,1,3,3.1
CC(=O)Nc1cccc(C(=O)OCC(=O)NNC(=O)c2cccs2)c1,0,-5,-3,3,3,4,-2,4,-1.5
CC1(C(=O)Nc2nnc(SCc3ccccc3)s2)Cc2ccccc2C(=O)O1 (configuration not stated),3,0,2,7,1,8,-1,-5,-0.5
O=C(O)c1ccc(NC(=S)N2CCCCC2)cc1,0,13,-6,-10,-4,-13,-3,2,0.8
O=C(NC1CCN(Cc2ccccc2)CC1)C1CCN(S(=O)(=O)c2ccccc2)CC1,-7,-2,-3,-5,-4,12,-3,-1,-0.3
Cc1ccc2c(c1)N(CC(=O)NC1CCCC1)C(=O)C(C)O2 (configuration not stated),2,4,0,4,4,-1,3,2,-6.7
Cc1cc2occ(CC(=O)N(CCC(C)C)c3c(N)n(Cc4ccccc4)c(=O)[nH]c3=O)c2cc1C,4,-10,0,1,1,-7,-1,0,0.5

Full records, looked up by structure:
O=C(CSc1ccc(-c2ccc(F)cc2)nn1)NCCc1ccccc1 as listed: HCV core dimer: -9; CTSL1 counter: 3; PP1 counter: 3; procasp7 counter: 7; PAFAH2 inh: 1; proCasp3 act: 2; TPT1 inhibitor: 0; AHR act: 1; PP5 primary: 0.2
C=CCn1c(N)c(C(=O)Nc2ccc(C)cc2)sc1=S as listed: HCV core dimer: 4; CTSL1 counter: 1; PP1 counter: -2; procasp7 counter: 6; PAFAH2 inh: 2; proCasp3 act: 1; TPT1 inhibitor: -5; AHR act: -13; PP5 primary: 2.5

Next part:
compound,HCV core dimer,CTSL1 counter,PP1 counter,procasp7 counter,PAFAH2 inh,proCasp3 act,TPT1 inhibitor,AHR act,PP5 primary
CCCOc1ccccc1C1NC(=O)NC(C)=C1C(=O)OCc1ccccc1 (configuration not stated),4,1,4,10,-3,4,2,-3,6.5
CCOC(=O)c1oc2c(C)c(O)ccc2c(=O)c1-c1nncn1-c1ccccc1,-5,2,2,5,-1,-9,-2,0,-0.6
O=C(COc1ccc2c3c(c(=O)oc2c1)CCC3)Nc1ccc(CN2CCOCC2)cc1,6,2,0,5,2,4,0,-6,-1.0
Cc1cc(C)nc(/N=C(\N)Nc2ccc([N+](=O)[O-])cc2)n1,-2,3,5,1,-3,-6,0,6,2.2
CC(=O)N1CCSc2ccc(S(=O)(=O)Nc3ccc(C)cc3)cc21,-20,4,-1,-5,12,-2,-5,15,-0.3
CCN(CC1COc2ccccc2O1)C(=S)Nc1ccccc1 (configuration not stated),2,3,1,1,3,-2,3,-1,-0.3
O=C(O)c1cc(-c2ccccc2)n(-c2ccccc2C(=O)O)n1,0,1,1,5,-4,-2,2,0,-0.8
COc1ccc(S(=O)(=O)N2CCOCC2)cc1NC(=O)CO/N=C/c1ccccc1OC(F)F,4,1,1,0,-4,-5,-2,2,1.8
Cc1cccc(Nc2nc(N)nc(CN3CCN(c4ccccc4)CC3)n2)c1,-8,-2,-8,4,-1,4,3,2,3.4
CN1CCN(C(=O)CCc2nc(-c3ccc(Cl)cc3)no2)CC1,-4,-5,0,10,3,6,3,2,-0.3
N#Cc1cc(C(=O)c2cc(F)ccc2O)cn(-c2nccs2)c1=O,48*,-2,-1,-13,6,-7,55*,32,-3.3
O=C(Nc1nnc(CSCc2ccccc2F)s1)c1cccc([N+](=O)[O-])c1,30,10,4,5,9,-3,4,36,-1.9
CCOc1ccccc1NC(=O)CN1CCC(C(=O)c2ccc(F)cc2)CC1,5,0,-3,11,3,1,-4,-1,4.4
CC(Oc1ccc(Br)cc1)C(=O)Nn1c(=S)[nH]c2ncccc2c1=O (configuration not stated),-5,-6,-7,-4,·,2,2,-1,2.6
COc1cc(C2C(C(=O)c3ccc(C)o3)=C(O)C(=O)N2CCc2ccccc2)ccc1O (configuration not stated),9,12,33*,-19,2,1,0,-1,1.4
CC(=O)c1cc2c(cc1NC(=O)c1ccccc1C)OCO2,2,0,-3,1,·,-3,2,7,0.9
COC(=O)COc1ccc2c(c1C)O/C(=C\c1ccco1)C2=O,-9,3,4,-24,6,-22,5,12,4.9
CCN(Cc1cc2ccccc2[nH]c1=O)S(=O)(=O)c1ccccc1,3,0,-2,1,-1,2,-5,-5,1.8
O=C(CSc1cccc(C(F)(F)F)c1)Nc1ccc(N2CCOCC2)cc1,·,·,·,0,3,5,·,2,·
CCN(CC)C(=O)C(C)N(C#N)c1nc(Cl)nc(N(C)C)n1 (configuration not stated),3,-1,-2,2,2,2,0,1,-3.6
CCOC(=O)N1CCN(C(=O)c2csc3c2CCCCC3)CC1,-3,-1,-2,-2,7,7,0,-1,-0.6
Cc1ccc(C(=O)OCC(=O)NC(C)c2ccccc2)cc1C (configuration not stated),·,·,·,6,75*,10,·,0,·
Cn1ncc(Br)c1C(=O)NC1CCCC1,-1,-1,-4,-6,1,3,-7,-3,1.5
Cc1nc2ccccc2c(=O)n1-c1ccc(NS(=O)(=O)c2cc(F)ccc2F)cc1,7,-4,-3,-6,-1,-2,-4,2,-1.4
O=C1CC(c2ccc(F)cc2)SC(N(c2ccccc2)c2ccccc2)=N1 (configuration not stated),9,0,4,-4,2,1,3,2,2.3
CCCCN(C)CCC(=O)Nc1ccc(Cl)cc1,-9,-2,-4,5,-2,-1,-3,0,2.2
O=C(NC1(C(F)(F)F)NC(=O)N(C2CCCCC2)C1=O)c1ccco1 (configuration not stated),-3,0,-4,7,1,-4,-3,2,0.8
O=C(/C=C/c1ccco1)N(Cc1ccc(F)cc1)C1CCS(=O)(=O)C1 (configuration not stated),0,6,-2,-2,2,-2,0,-1,-1.3
COc1ccc(CCNC(=O)COC(=O)CCC(=O)c2cccs2)cc1OC,·,·,·,-1,4,5,·,0,·
O=C(NCCN1CCOCC1)c1ccc(CSc2nc3ccncc3n2Cc2ccc(F)cc2)cc1,2,-2,-2,3,5,-3,-4,2,2.2
Cc1ccc(S(=O)(=O)n2nc(OC(=O)c3ccccc3C)cc2N)cc1,11,0,3,-8,0,-10,1,-3,1.9
CSc1ccccc1NC(=O)N1CCC(CO)(CC2CCCCO2)CC1 (configuration not stated),0,1,-4,8,2,9,0,6,-1.0
O=C(COC(=O)c1ccc(Br)o1)NC1CCCCC1,5,-8,0,-6,17,4,-3,0,0.7
COc1ccc(CC(=O)Nc2nc(-c3cccc([N+](=O)[O-])c3)cs2)cc1,0,2,7,-1,-1,10,-1,-7,2.5
Cn1ncc([N+](=O)[O-])c1C(=O)Nc1cccc(Cl)c1,3,1,-6,-7,-6,-1,-2,99*,0.1
O=C(C1CCCN(S(=O)(=O)c2ccccc2)C1)N1CCCCCC1 (configuration not stated),-2,-7,0,-1,-4,3,2,-1,-0.1
O=C(NCCc1ccccc1)c1n[nH]c2ccccc12,-6,0,1,11,5,4,-1,101*,-1.5
CCN(CC(=O)Nc1ccccc1OC)CC(=O)Nc1c(Cl)ccc(C)c1Cl,1,-2,-1,-1,2,7,0,0,-0.1
Cc1c(C)c2ccc(OCC(=O)NCCCn3ccnc3)cc2oc1=O,-10,-1,-1,5,2,-2,-1,0,-0.3
CCn1ncc([N+](=O)[O-])c1C(=O)NC1CCCCC1,-4,1,0,0,4,-7,4,-1,-1.3
CSc1ccc(Cl)c(C(=O)Nc2ccc(Cl)cn2)c1,4,0,-1,2,1,1,1,-2,-0.8
CCN1CCN(S(=O)(=O)c2ccc3c(c2)OCCO3)CC1,-1,1,-2,2,16,0,-1,-3,-2.0
CCNC(=S)NN(c1ccccc1)c1ccccc1,-2,-3,1,2,-8,-6,-7,-1,2.2
Cc1nc2ccccc2nc1N/N=C/c1ccc(O)cc1,-4,4,0,-8,2,-7,-1,76*,0.4
Cc1c([N+](=O)[O-])c([N+](=O)[O-])nn1CC(=O)NCc1cccnc1,1,3,-1,0,3,-11,-2,4,3.9
COc1ccccc1C(=O)Nc1nc(-c2ccc(S(=O)(=O)N3CCOCC3)cc2)cs1,-25,0,4,13,2,6,-8,-15,1.8
CCOC(=O)C1=C(c2ccccc2)N=C2SCC(=O)N2C1c1ccc(OC)c(OC)c1 (configuration not stated),-4,4,-1,8,2,1,-6,3,-3.4
